Source: PubChem
CBFb-RUNX1 inh: blocks binding between human CBF-beta and RUNX1; Q01196+Q13951; AlphaScreen CBFb-His/RUNX1-biotin binding, biochemical; Potency, µM (top dose mostly 59.8 µM), without a hit: at the top dose activity, negative = inhibition, most hits filed as inhibitors; 230,000 tested, under 10 active; further: % of control where 0% means no effect
Target sequence (Q01196 whole entry, looked up): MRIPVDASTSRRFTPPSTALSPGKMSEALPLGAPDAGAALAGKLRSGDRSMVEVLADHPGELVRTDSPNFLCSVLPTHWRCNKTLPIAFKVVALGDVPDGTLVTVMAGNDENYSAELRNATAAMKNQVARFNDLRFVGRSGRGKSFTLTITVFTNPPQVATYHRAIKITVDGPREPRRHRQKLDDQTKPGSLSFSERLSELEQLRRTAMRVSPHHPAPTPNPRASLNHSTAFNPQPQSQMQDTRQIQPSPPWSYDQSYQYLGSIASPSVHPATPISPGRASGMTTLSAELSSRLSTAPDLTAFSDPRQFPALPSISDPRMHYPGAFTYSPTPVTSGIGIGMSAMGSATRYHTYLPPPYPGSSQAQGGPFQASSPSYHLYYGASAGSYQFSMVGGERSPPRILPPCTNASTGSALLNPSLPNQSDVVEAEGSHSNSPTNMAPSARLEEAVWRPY
Target sequence (Q13951 whole entry, looked up): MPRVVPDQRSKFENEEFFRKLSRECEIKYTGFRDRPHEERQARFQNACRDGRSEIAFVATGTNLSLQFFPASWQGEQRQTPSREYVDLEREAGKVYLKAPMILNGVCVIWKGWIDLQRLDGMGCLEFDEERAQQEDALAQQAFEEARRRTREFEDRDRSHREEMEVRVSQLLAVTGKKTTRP
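AlphaScreen binding: CBFb-His and RUNX1-biotin (30 nM each) preincubated 20 min, compound added for 15 min, then nickel and streptavidin beads for 90 min, all at room temperature. Disruption of the interaction by any mechanism counts as activity.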
Lamin A splicing: LMNA splicing modulation | HeLa LMNA splicing GFP/RFP minigene ratio, 48 h | Potency, µM (top dose mostly 46.1 µM), for the others: at the highest dose ratio change, negative = inhibition, hits mostly inhibitors | actives 0.01% (n = 200,000); active means well fitted inhibition curve with a large enough effect in the signal ratio, with a control signal flat, not every such curve was filed as active; inconclusive means small, poorly fitted or top-dose-only effect, or effect the other way, or a change in a side signal; the % refers to the signal ratio; further: potency means the concentration at half of the fitted maximal effect; on the % scale 0 is the no-effect control and ±100 the full control effect
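Read-out is the ratio of GFP to DsRed2 object intensity, acquired by 488 nm laser-scanning cytometry on HeLa lamin A-EGFP minigene reporter cells. Compound incubation 48 hrs at 37 °C in Opti-MEM with 2% FBS; DMSO 0.5% final.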
HTT ATP protect: protects HTT-Q103 PC12 cells, measured by ATP; PC12 HTT-Q103 induced, cytoprotection, ATP luminescence, 40 h; Potency, µM (series often up to 56.4 µM), without a hit: cytoprotection (ATP increase), actives largely listed as activators; actives 0.14% (n = 230,000); AID 1471;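 further: potency means the concentration at half of the fitted maximal effect; % of control where 0% means no effect; nearly all actives have a fitted effect of over 45% in size; toxic huntingtin expression switched on by the ecdysone agonist tebufenozide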
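Rat PC12, Q103 Htt exon1-GFP fusion, ecdysone promoter; tebufenozide inducer 100 nM final; compound titration; qHTS, 1500 cells/well; ATPlite luminescent read.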
aGlu spleen mod: lysosomal alpha-glucosidase (human) modulation | Potency, µM (series often up to 79.9 µM), without a hit: at the highest dose activity change, negative = inhibition, hits mostly inhibitors | actives 0.006% (n = 240,000) | P10253 | human spleen homogenate, 4-MU-alpha-glucoside fluorescence | AID 2112;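 further: potency means the concentration at half of the fitted maximal effect; 0% = enzyme with vehicle and -100% = no enzyme basal signal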
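Human spleen homogenate (1 ug) with 4-methylumbelliferyl-alpha-D-glucopyranoside (1 mM final) in 50 mM citrate/phosphate pH 5.0, 0.01% Tween-20; 40 min at 37 C. Stopped at pH 10; 4-MU fluorescence Ex 365/Em 440 nm; AC50 by Hill fit.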
HTT aggregate: reduces HttQ103-GFP aggregates in PC12 cells; actives 1.1% (n = 220,000); Potency, µM (highest dose often 46.1 µM), without a hit: top-dose activity change, negative = inhibition, actives largely listed as inhibitors; AID 1688; PC12 HttQ103-GFP aggregates, Acumen cytometry, 40 h; further: potency means the concentration at half of the fitted maximal effect; on the % scale 0 is the no-effect control and ±100 the full control effect; nearly all actives have a fitted effect of over 60% in size
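Multiplexed with ATP-based cell death, this channel scores GFP aggregates in PC12 cells expressing inducible HTTex1-Q103-GFP. Induction used 100 nM tebufenozide; compounds were tested in concentration series.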
GAA inhib: inhibitors of human lysosomal alpha-glucosidase; P10253; purified human GAA, 4-MU-alpha-glucoside fluorescence; Potency, µM (series often up to 76.9 µM), for inactives: at the highest dose activity change, negative = inhibition, actives largely listed as inhibitors; actives 0.005% (n = 200,000);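 further: potency means the concentration at half of the fitted maximal effect; plate controls were uninhibited enzyme wells for no effect and no-enzyme background for full effect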
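Fluorescence at Ex 365/Em 440 nm from 4-methylumbelliferone reported enzyme activity after 20 min at room temperature. Reactions used 4 nM enzyme and 400 uM substrate at pH 5.0; curves fitted with the Hill equation.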
GAA glycogen: alters human alpha-glucosidase cleavage of glycogen. P10253. recombinant GAA, glycogen substrate, Amplex Red glucose oxidase fluorescence. Potency, µM (titrated, usually from 76.4 µM), without a hit: top-dose activity change, negative = inhibition, actives largely listed as inhibitors. actives 0.38% (n = 300,000). AID 2100;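 further: potency means the concentration at half of the fitted maximal effect; 0% = full enzyme reaction and -100% = no-enzyme basal signal; the screen sought inhibitors and activators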
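Recombinant human alpha-glucosidase (4 nM final) hydrolysed bovine liver glycogen (30 ug) for 40 min at 37 C in pH 5.0 citrate/phosphate with 0.01% Tween-20. Released glucose detected by glucose oxidase/Amplex Red, Ex 573/Em 610 nm. Compounds up to 77 uM; AC50 from Hill fits.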
Active calls of the source: *; ? = inconclusive; / = not tested or not shown; [ ] = dose if it differs, or a comment. Unless noted, the call rests on the fitted dose curve; in most records, active means well fitted curve in the direction sought with a large enough effect; inconclusive means small, poorly fitted or top-dose-only effect, or another doubt; inactive means no such curve, though single readings can be large; an effect the other way counts as inactive or inconclusive.

SMILES	CBFb-RUNX1 inh	Lamin A splicing	HTT ATP protect	aGlu spleen mod	HTT aggregate	GAA inhib	GAA glycogen
CCOc1ccc(Nc2c3c(nc4ncnn24)CC(C)CC3)cc1 (centres undefined)	4%	?	-17%	2%	-21%	-6%	0%
Cn1c(SCC(=O)NNC(=O)c2ccc(Br)cc2)nnc1-c1cccnc1	10%	?	-16%	/	-7%	-3%	-1%
CCOC(=O)CCCNC(=O)COC(=O)/C=C/c1ccc2c(c1)OCO2	-4%	?	9%[10 µM]	6%	-8%	0%	5%
COC(=O)c1cc(NC(=O)CN(C)Cc2ccccc2)cc(C(=O)OC)c1	?	0%[46 µM]	16%[10 µM]	0%	5%[9.22 µM]	5%	-3%
O=C1NCCCC1C(=O)NCCNC(=O)C(F)(F)F (centres undefined)	3%	3%	7%	-4%	15%	-2%	-5%
COc1ccc(-c2ccc(=O)n(Cc3cccc([N+](=O)[O-])c3)n2)cc1	-13%	9%[46 µM]	-82%[inhibitor]	-16%	-31%	-6%	1%
CNC(=O)c1cc2cc(OC)ccc2oc1=N	9%	1%	-2%	3%	-6%	?	-3%
COc1ccc(C2CC(=O)C3=C(C2)Nc2ncnn2C3c2ccccc2C)cc1 (centres undefined)	3%	4%	-15%[0.074 µM]	12%	-17%	?	-7%
CC/C(=N\NS(C)(=O)=O)c1ccccc1	6%	6%	-10%	-1%	14%	-3%	3%
Cc1cc(NC(=O)c2nn(C)c(C)c2[N+](=O)[O-])no1	6%	1%	-12%	-1%	-3%	1%	-1%
COc1ccc(C2c3ccc4ccccc4c3Oc3ncn(CCN4CCOCC4)c(=N)c32)cc1 (centres undefined)	-9%	-16%	-59%[inhibitor]	5%	?	4%	-13%
Fc1ccc(Br)cc1C1C=C(c2cccnc2)Nc2ncnn21 (centres undefined)	25%	?	-18%	2%	-13%	-7%[15.4 µM]	-7%
COc1ccccc1Nc1nnc(SCC(=O)Nc2nc(-c3ccc(F)cc3)cs2)s1	10%	/	-43%[inhibitor]	-18%	3%	1%	-16%
Cc1c(Cl)cccc1NC(=O)CNc1ccccc1F	0%	-7%	21%[10 µM]	-6%	5%	0%	10%
Cc1cc(OCC(F)(F)C(F)(F)C(F)(F)C(F)F)nc(N)n1	3%	13%	24%	-2%	-1%	3%	-2%
Cc1cc(C)n2cc(CSc3nnnn3C)nc2n1	4%	11%	-6%[10 µM]	-1%	1%	1%	0%
O=C(O)c1cc2ncc(CCO)cn2n1	5%	/	-32%[inhibitor]	2%	-3%	-3%	0%
COCCCN1C(=O)CC(C(=O)OC)=C1C	-12%	-2%[46 µM]	-3%	7%	12%	-2%	-3%
COc1cccc(/C=N/Nc2ncnc3scc(-c4ccccc4)c23)c1O	-25%	?	/	-3%	8.9µM*	-9%	-5%
CCC(=O)NC(=S)Nc1ccc(Cl)cn1	2%	7%	-5%	-11%	8%	-1%	3%
O=C(c1ccc2c3n(nc2c1)-c1ccccc1CO3)N1CCOCC1	8%	/	-43%[10 µM]	1%	-4%[9.22 µM]	/	1%
C=CCn1c(NC(=O)c2ccc(Br)o2)c(C(=O)OCC)sc1=S	-10%	-5%	5%[10 µM]	2%	-10%	-3%	-7%
CCOc1ccc(N2CC(C(=O)NC(C)C)CC2=O)cc1 (centres undefined)	1%	2%	-19%	-9%	12%	-3%	-2%
O=S(=O)(c1ccc(S(=O)(=O)N2CCN3CCCC3C2)cc1)N1CCCC1 (centres undefined)	8%	1%	-9%[10 µM]	-1%	4%	1%	0%
CCC(C)C(NS(=O)(=O)c1ccc(C)cc1)C(=O)Oc1ccc2c3c(c(=O)oc2c1)CCC3 (centres undefined)	2%	-9%	-13%	19%	31%	?	-9%
(listing goes on)
SMILES	CBFb-RUNX1 inh	Lamin A splicing	HTT ATP protect	aGlu spleen mod	HTT aggregate	GAA inhib	GAA glycogen
COc1ccccc1NC(=O)CC1SC(=N)N(c2ccccc2)C1=O (centres undefined)	1%	?	/	8%	/	12%	16%
CCCn1c(NCc2c[nH]c3ccccc23)nc2ccccc21	-4%	-12%	3%[10 µM]	-2%	-1%	-2%	14%
CCN(CC)c1ccc2cc(C(=O)O)c(=O)oc2c1	9%	-8%	9%[10 µM]	-12%	-22%	3%	-21%
O=C(COC(=O)CCSc1ccc(Cl)cc1)NCc1ccccc1	11%	7%	/	3%	6%	2%	-7%
CN(C(=O)c1ccc(=O)n(Cc2ccc(Cl)cc2)c1)c1ccccc1	-10%	/	-55%[inhibitor]	2%	5%	-6%	10%
CCc1ccc(C(=O)COC(=O)c2cnc(C)cn2)cc1	1%	/	-22%	-4%	-21%	-3%	-4%
CSc1ccc(/C=C/C(=O)c2ccc(NC(=O)Cc3ccccc3)cc2)cc1	-13%	?	-49%[inhibitor]	-4%	13%	-12%	-3%
CCn1c(SCC(=O)Nc2cccc(C(C)=O)c2)nnc1C(C)C	0%	-2%	-15%[10 µM]	3%	-10%	1%	0%
COc1ccc(OCC(=O)Nc2sc3c(c2C(=O)NCC2CCCO2)CCC3)cc1 (centres undefined)	0%	16%	-43%[inhibitor]	15%	36%	-5%	6%
Cc1cc(C)cc(OCC(=O)NNC(=O)c2cc3ccccc3oc2=O)c1	-3%	3%	-9%	-5%	8%	1%	6%
O=C(Nc1ccccc1C(F)(F)F)C1CC(=O)N(c2ccccc2F)C1 (centres undefined)	9%	-8%	8%[0.074 µM]	-6%	-3%	0%	10%
COc1ccc(C(=O)N/C(=C\c2cc(OC)c(OC)cc2[N+](=O)[O-])C(=O)NCC(=O)O)cc1	-2%	?	/	2%	/	2%	20%
Cc1ccc(OCCSc2ncccn2)c(C)c1	4%	-20%[46 µM]	-25%	-6%	9%	-4%[15.4 µM]	-12%
COc1ccc(CNC(=O)CSc2nnc3nc(C)cc(C)n23)cc1OC	-4%	-20%[46 µM]	-7%	1%	-3%	-2%	2%
c1ccc(Cc2nnc(Sc3ccccc3)c3ccccc23)cc1	-3%	?	-87%[inhibitor]	-3%	?	0%	-9%
COC(=O)c1ccc(NC(=S)N2CCN(Cc3ccccc3)CC2)cc1	6%	6%	9%	-2%	-6%	-3%	0%
COCCN1C(=O)/C(=C/c2ccc(OCc3ccc(C(=O)O)cc3)c(OC)c2)SC1=Nc1ccccc1	4%	9%	/	-8%	?	?	-7%
CC(C)OC(=O)[C@H]1O[C@H](CCCCOCc2ccccc2)[C@@H](C)[C@H]2O[C@H]21	-8%	/	-35%[inhibitor]	-1%	/	/	/
CSc1cc(C)[nH]c(=O)n1	-8%	8%[9.22 µM]	-4%	-5%	19%	-5%	9%
O=C(CN1CCCC1)Nc1cc(C(F)(F)F)ccc1Cl	2%	/	-17%	7%	16%	4%	-4%
Cc1c([N+](=O)[O-])cc(C(=O)N2CCOCC2)cc1[N+](=O)[O-]	-5%	8%	20%[10 µM]	-12%	22%	-7%	4%
CCOCCCNC(=S)NNC(=O)CCn1nc(C)c(Br)c1C	8%	2%	14%	-3%	?	-5%	-20%
CCCN(Cc1cc2ccc(C)cc2[nH]c1=O)S(=O)(=O)c1ccccc1	-2%	-3%	-23%	-4%	-2%[9.22 µM]	-3%	-6%
COC(=O)c1ccccc1NC(=O)C1CCCN(S(=O)(=O)c2ccccc2)C1 (centres undefined)	10%	-16%	2%	-21%	-9%	-5%	1%
CSc1cccc(-n2cc(-c3ccc4c(c3)OCO4)[nH]c2=O)c1	-12%	?	-69%[inhibitor]	-6%	?	-3%	35µM*

Copied from the list:
CNC(=O)c1cc2cc(OC)ccc2oc1=N @ aGlu spleen mod = 3%
CCOC(=O)CCCNC(=O)COC(=O)/C=C/c1ccc2c(c1)OCO2 @ HTT ATP protect = 9%[10 µM]
CN(C(=O)c1ccc(=O)n(Cc2ccc(Cl)cc2)c1)c1ccccc1 @ aGlu spleen mod = 2%

Entries listed so far that bear a hit mark in GAA glycogen.
| SMILES | CBFb-RUNX1 inh | Lamin A splicing | aGlu spleen mod | GAA inhib | GAA glycogen |
| --- | --- | --- | --- | --- | --- |
| CSc1cccc(-n2cc(-c3ccc4c(c3)OCO4)[nH]c2=O)c1 | -12% | ? | -6% | -3% | 35µM* |

(more compounds)
SMILES	CBFb-RUNX1 inh	Lamin A splicing	HTT ATP protect	aGlu spleen mod	HTT aggregate	GAA inhib	GAA glycogen
COc1ccccc1N1CCN(CC(=O)c2c(C)n(C)c3ccccc23)CC1	7%	-17%	-17%	-5%	4%	2%	2%
COCCNC(=S)N/N=C(\C)c1cccc(C(F)(F)F)c1	-3%	?	-32%[inhibitor]	-4%	3%	3%	-3%
COCNc1nc(OCC#N)nc(N(C)C)n1	-4%	10%	11%	1%	21%	-5%	1%
CCCc1nnc(SCC(=O)N2C(C)CCCC2C)n1CC (centres undefined)	-1%	/	-52%[inhibitor]	1%	-4%	3%	-1%
Cc1ccccc1-c1nc(Nc2ccncc2)c2ccccc2n1	/	?	-39%[inhibitor]	4%	/	/	/
Cc1cc(C)cc(Nc2ccc(C(=O)O)cc2N)c1	-11%	1%	7%[10 µM]	-5%	-22%	?	?
Cc1cc(C)nc(SCCC(=O)Nc2ccccc2C)n1	7%	18%	0%	2%	?	?	10%
Cn1c(SCC(=O)N2CCN(c3ccccc3)CC2)nnc1-c1ccccc1	-2%	?	5%	-3%	5%	6%	9%
COC(=O)c1c(C)oc(C)c1S(=O)(=O)NC(c1ccccc1)c1ccccc1	13%	/	2%[10 µM]	1%	-21%[9.22 µM]	/	-6%
CC(C)CN1C(=S)SC(C)(C)C1n1oc(=O)n(-c2ccccc2)c1=O (centres undefined)	-1%	-18%	-1%[10 µM]	-9%	14%	-9%	-7%
COC(=O)Cn1cc(C(=O)OC)c2ccccc21	0%	10%	18%[0.074 µM]	-1%	5%	?	3%
O=C1NC(=Nc2ccccc2)SC1Cc1ccccc1 (centres undefined)	-17%	/	10%[10 µM]	17%	-14%[9.22 µM]	?	-1%
Cc1cccc(-c2noc(Cc3ccc(Cl)cc3)n2)c1	?	-5%	-1%	-5%	-11%	-3%	-10%
COCCCNCCOc1ccccc1-c1ccccc1	10%	8%	16%[0.074 µM]	-9%	-13%	-4%	-2%
C#CCNC(=O)C1=C[C@@H](c2cn(C(C)=O)c3ccccc23)C[C@@H](OCc2ccc(CO)cc2)O1	5%	/	-19%[10 µM]	7%	-4%[9.22 µM]	/	-14%
Cc1noc(NS(=O)(=O)c2ccc(NC(=O)CS(=O)(=O)c3ccccc3)cc2)c1C	6%	6%	0%[0.074 µM]	-5%	-12%	4%	0%
